# mABHD4 FP: inhibitors of mouse ABHD4 | purified mABHD4, FP-Rh probe fluorescence polarization | inhibition, % at 8.92 µM | 370,000 tested, 0.54% active | AID 720543;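 active = inhibition exceeding the mean over every tested compound plus 3 SD, cut at about 30% in these data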;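 note: 0% = plate median of compound wells and 100% = S159A mutant with DMSO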
# Target sequence (Q8VD66 whole entry, looked up): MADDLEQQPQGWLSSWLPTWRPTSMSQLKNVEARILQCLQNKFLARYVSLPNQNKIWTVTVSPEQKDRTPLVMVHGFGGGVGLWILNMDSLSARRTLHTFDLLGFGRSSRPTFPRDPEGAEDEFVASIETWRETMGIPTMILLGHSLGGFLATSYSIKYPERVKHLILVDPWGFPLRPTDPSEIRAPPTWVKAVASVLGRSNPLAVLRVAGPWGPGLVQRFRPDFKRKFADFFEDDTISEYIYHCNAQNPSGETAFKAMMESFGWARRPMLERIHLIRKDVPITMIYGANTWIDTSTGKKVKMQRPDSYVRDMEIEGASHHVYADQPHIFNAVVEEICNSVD
#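 Test system: mABHD4 protein; Read-out basis: % inhibition; Incubation: 45 min + 60 min at 25 °C; Repeats: single replicate; Technique: fluorescence polarization with parallel and perpendicular emission, 525/598 nm; Compound: 8.92 µM, single dose; Benchmarks: full inhibition S159A mutant plus DMSO, zero as sample-well median.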
# NPR2 activator: GC-B (human) receptor activation. HEK293-GC-B cells, CNP EC30, cGMP TR-FRET; 0% at EC30 CNP, 100% saturating CNP. activation, % at 10 µM. 370,000 tested, 0.11% active. P20594;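 active = activation at 10 µM reaching about 35% in either raw or pattern-adjusted values, limit read from the data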
# LEDGF integ inh: blocks HIV-1 LEDGF/p75-dependent DNA integration; inhibition, % at 3.7 µM; 370,000 tested, 0.64% active; TR-FRET IN-LEDGF/p75 DNA integration, Eu/Cy5; AID 743269;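 active = inhibition above the screen-wide mean plus 3 SD, cut at about 13% in these data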;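 note: signal is the Cy5 over europium emission ratio at 671 and 618 nm; 0% = plate median of compound wells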
# PRMT1 inh: blocks human protein arginine methyltransferase 1 | recombinant PRMT1, activity-based probe fluorescence polarization | AID 652257 | inhibition, % at 2.79 µM | 370,000 tested, 1.3% active | Q99873;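 active = inhibition above about 21% made by adding two undisclosed values, limit read from the data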
# TCR CD3 inh: blocks the human TCR-CD3 interaction. TAMRA-labeled TCR probe fluorescence, biochemical. inhibition, % at 9.4 µM. 360,000 tested, 0.37% active. AID 651800; in the data active = inhibition above about 19%;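 note: recombinant mutant TCR 2C K166C tagged with TAMRA read by polarization; 0% = receptor in buffer alone and 100% = receptor with positive control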
# HTRA1 inhibitor: inhibitors of human serine peptidase HTRA1; AID 504803; recombinant HTRA1, FP-rhodamine activity-based probe, fluorescence polarization; inhibition, % at 5.96 µM; 340,000 tested, 0.5% active; Q92743; in the data active = inhibition above about 36%;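 note: 0% = enzyme with DMSO and 100% = wells lacking enzyme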
# SIAE primary: blocks human sialic acid acetylesterase; inhibition, % at 9.66 µM; AID 1053197; 370,000 tested, 0.69% active; Q9HAT2; SIAE FP-Rh probe binding, fluorescence polarization;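 active = inhibition above a cutoff: mean of compounds within the control limits plus 3 SD of those, cut at about 17% in these data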;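 note: 0% = plate median of compound wells and 100% = probe without SIAE protein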
# MBD2 inh: MBD2-methylated oligo binding inhibition; Q9UBB5; TR-FRET, MBD2 binding to methylated oligonucleotide; inhibition, % at 4.4 µM; 370,000 tested, 0.31% active; AID 686964; in the data active = inhibition above about 13%
# Target sequence (Q9UBB5 whole entry, looked up): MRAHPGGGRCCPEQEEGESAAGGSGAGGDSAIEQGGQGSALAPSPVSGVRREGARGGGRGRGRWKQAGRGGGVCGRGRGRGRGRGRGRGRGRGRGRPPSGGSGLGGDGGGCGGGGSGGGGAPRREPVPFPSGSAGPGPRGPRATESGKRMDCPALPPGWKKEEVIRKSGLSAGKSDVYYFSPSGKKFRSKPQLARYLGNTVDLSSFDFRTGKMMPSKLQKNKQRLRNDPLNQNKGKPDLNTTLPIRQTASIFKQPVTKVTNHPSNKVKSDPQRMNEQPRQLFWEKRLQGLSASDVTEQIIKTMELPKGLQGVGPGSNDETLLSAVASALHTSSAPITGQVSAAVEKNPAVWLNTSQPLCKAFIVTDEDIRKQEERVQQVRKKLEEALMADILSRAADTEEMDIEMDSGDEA
# TDP2 inh: TDP2 (human) inhibition, absorbance primary screen. recombinant TDP2, T5PNP hydrolysis, p-nitrophenol absorbance 415 nm. O95551. 370,000 tested, 0.34% active. inhibition, % at 12.8 µM;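 active = inhibition above the mean of all tested compounds plus 3 SD, set per campaign, cut at about 25% in these data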;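 note: 0% = DMSO with enzyme and 100% = buffer with substrate but no TDP2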
#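 Read-out basis: percent inhibition. System: recombinant human TDP2. Buffer or medium: Mg2+-containing Tris-HCl buffer, pH 7.5. Repeats: single replicate. Timing: reaction 2 h, 37 °C. Benchmarks: high control without enzyme, low control DMSO plus TDP2. Probe or stimulus: 5 mM T5PNP. Doses: 12.8 µM only. Measured by: epi absorbance of p-nitrophenol freed from T5PNP by hydrolysis.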
# rCAG RNA binder: binds r(CAG) RNA repeats | r(CAG) RNA repeat, TO-PRO-1 dye displacement fluorescence | inhibition, % at 3 µM | 370,000 tested, 1.3% active;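 active = inhibition above the plate cutoff, the mean of all test compounds on that plate plus 3 SD, cut at about 35% in these data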;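 note: 0% = DMSO alone and 100% = 100 µM mitoxantrone as full dye displacement; higher means more dye released from RNA so lower well fluorescence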
# The depositor's hits bear a star; . = not tested or not shown. Only part of the results is shown. The share of hits here may be higher or lower than overall.
SMILES,mABHD4 FP,NPR2 activator,LEDGF integ inh,PRMT1 inh,TCR CD3 inh,HTRA1 inhibitor,SIAE primary,MBD2 inh,TDP2 inh,rCAG RNA binder
CCC1CCCCN1C(=O)CSc1n[nH]c(N)n1 (centres undefined),-1,-4,3,-3,-1,5,-4,0,-9,1
O=C(c1nn(Cc2ccccc2)c(=O)c2ccccc12)N1CCc2ccccc2C1,2,6,0,-3,4,0,-4,-1,3,0
COc1ccc2c(C)cc(SCC(=O)NC3CCCCC3)nc2c1,0,1,-3,1,2,-1,-2,-1,-6,2
CC(C)Oc1cccc(C(=O)NC(=S)Nc2ccccc2)c1,-9,-5,-2,0,-2,-29,4,1,3,1
CC(C)(C)c1ccc(OC(=O)c2ccccc2)cc1,6,-3,5,-2,6,-1,-3,0,-10,-3
CC(C)(C)c1ccc(C(=O)NCCC(=O)NC2=NCCS2)cc1,-1,3,1,0,2,-3,2,0,3,5
CC(C)CSc1nnc(N)s1,3,.,1,0,1,4,1,-4,-3,-1
O=c1c2ccccc2nc2n1CC/C2=C\N1CCN(c2ccc([N+](=O)[O-])cc2)CC1,-5,-12,4,2,-6,1,4,-9,2,13
O=C(C[C@H]1C/C=C\C[C@@H](Cc2ccc(F)cc2)C(=O)O[C@@H](c2ccccc2)CNC1=O)N[C@@H](CO)Cc1ccccc1,-6,5,2,-1,-1,-4,-4,0,-4,3
Clc1ccc(-c2cc3ccccc3nc2N2CCCC2)cc1,-4,-11,-1,0,-6,-9,-6,1,-4,0
Cc1cc(=O)oc2cc(NC(=O)c3cccc(S(=O)(=O)N(C)C)c3)ccc12,-4,-5,2,-4,0,-1,-2,-3,7,6
COc1ccc(S(=O)(=O)NC(C)c2ccccc2)cc1C(=O)N1CCCCC1 (centres undefined),3,0,0,-1,0,0,-4,1,6,-7
CCSc1nc2ccccc2n1C(=O)/C=C\c1ccc(OC)c(OC)c1,-4,2,1,-2,7,0,4,3,0,-4
CCOC(=O)c1sc(NC(=O)CSc2nc3cccnc3n2C)nc1C,4,-5,0,7,-2,-2,-4,8,9,0
Cn1c(SCc2ccccc2)nc2ccsc2c1=O,-10,3,6,1,3,-15,-1,-4,-9,-1
CCCC[n+]1ccn(-c2nc3ccccc3nc2[N-]S(=O)(=O)c2ccc(Br)cc2)c1,8,-2,-4,3,-1,5,1,-1,7,2
CCc1ccc(OCC(=O)NCCOc2ccccc2)cc1,4,6,-1,0,6,-3,1,7,8,-6
CCOc1ccc(NS(=O)(=O)c2ccc3c(c2)N(C(C)=O)CCO3)cc1,2,0,2,0,-3,5,8,-5,2,1
CC(C(=O)Nc1cc([N+](=O)[O-])ccc1Cl)N1CCN(c2ccc(O)cc2)CC1 (centres undefined),12,-4,0,9,3,7,8,-5,-3,9
CCOc1ncccc1C(=O)OCc1ccc(C(=O)OC)o1,5,5,2,-1,14,2,5,-2,0,-3
COCCc1ncc(CN2CCC(C(=O)Nc3cccc(-c4cscn4)c3)CC2)cn1,-4,4,-5,2,0,5,9,-3,-2,-4
COc1ccc(C(=O)c2c(N)sc3c2CCN(C)C3)cc1,3,0,-2,6,-3,6,2,-2,4,8
CC(=O)c1sc(NC(=O)COc2ccccc2)nc1C,1,-6,5,-4,5,2,-1,-4,7,-2
CCN(CC)S(=O)(=O)c1cc(C(=O)Nc2ccc(Cl)cn2)ccc1C,-7,-6,0,4,-5,-11,-4,2,-1,-7
CC1CC(C)CN(C(=O)CN2CCN(Cc3ccc(Cl)cc3)C2=O)C1 (centres undefined),0,-2,2,-4,2,7,7,1,-5,-8

# Some of the entries so far, with two lines to a compound.
# Order of results – mABHD4 FP | NPR2 activator | LEDGF integ inh | PRMT1 inh | TCR CD3 inh | HTRA1 inhibitor | SIAE primary | MBD2 inh | TDP2 inh | rCAG RNA binder
> CC(C)Oc1cccc(C(=O)NC(=S)Nc2ccccc2)c1
    -9 | -5 | -2 | 0 | -2 | -29 | 4 | 1 | 3 | 1
> CCSc1nc2ccccc2n1C(=O)/C=C\c1ccc(OC)c(OC)c1
    -4 | 2 | 1 | -2 | 7 | 0 | 4 | 3 | 0 | -4
> CC(C)(C)c1ccc(C(=O)NCCC(=O)NC2=NCCS2)cc1
    -1 | 3 | 1 | 0 | 2 | -3 | 2 | 0 | 3 | 5
> Clc1ccc(-c2cc3ccccc3nc2N2CCCC2)cc1
    -4 | -11 | -1 | 0 | -6 | -9 | -6 | 1 | -4 | 0

# Next entries follow.
SMILES,mABHD4 FP,NPR2 activator,LEDGF integ inh,PRMT1 inh,TCR CD3 inh,HTRA1 inhibitor,SIAE primary,MBD2 inh,TDP2 inh,rCAG RNA binder
Cc1cc(NS(=O)(=O)c2ccc(NC(=O)CSc3nnc(-c4ccco4)n3C)cc2)nc(C)n1,-3,1,2,-4,3,-5,14,-12,7,3
COCc1c(C(=O)N/N=C(/C)c2cccs2)nnn1-c1nonc1N,2,-1,-4,-5,3,-2,-6,-1,-10,-1
CCCNC(=O)c1cc(C2CCCCN2S(=O)(=O)Cc2cccc(C(F)(F)F)c2)on1 (centres undefined),-1,-3,-1,1,-3,.,-3,-3,8,-1
Cn1cc(C(=O)c2ccc(Cl)cc2Cl)cc1C=O,-2,-2,-3,2,0,-4,-4,-1,-1,-3
CCc1nnc(NC(=O)c2cc(Cl)ccn2)s1,-1,-2,4,0,1,10,6,5,8,1
COc1ccccc1CNC(=O)C1CC(c2ccccc2F)=NO1 (centres undefined),1,1,3,0,-4,-5,-1,3,-8,1
O=C(Nc1cc(S(=O)(=O)N2CCOCC2)ccc1N1CCCC1)C1CC1,3,-3,0,-4,0,-1,6,-1,3,0
CCOC(=O)[C@]12CCCC=C1N(Cc1ccc3c(c1)OCO3)C(=O)[C@H](CC(=O)NCCc1ccccc1OC)C2,-5,-5,5,-1,3,.,6,-1,2,3
C=CCOC(=O)C(C#N)c1nc2ccccc2nc1N1CCN(Cc2ccc3c(c2)OCO3)CC1 (centres undefined),-15,-7,0,3,-5,-13,-7,5,-10,9
O=C(C1CC1)N1N=C(c2ccc(F)cc2)CC1(O)C(F)(F)F (centres undefined),-5,2,5,1,2,-9,-5,2,-2,5
CCOC(=S)SCC(=O)Nc1nccs1,-1,1,2,46*,-4,3,-1,5,-4,-1
C[C@H](NC(=O)c1ccco1)C(=O)Nc1ccc(S(=O)(=O)N2CCCC2)cc1,-9,1,-1,-1,2,-1,-1,3,-2,0
O=C(NCCc1ccccc1)C1CCN(C(=O)c2ccc(F)cc2)CC1,5,-2,1,0,-8,7,-5,3,1,-7
CCN1C(=O)[C@@H]2[C@H](C1=O)[C@@H]1C(=O)Nc3ccccc3C(=O)N1[C@@H]2c1cccc(C)c1,-1,1,3,-1,-4,5,4,-2,-11,-2
O=C(c1ccc([N+](=O)[O-])cc1)N1CCc2ccccc21,0,-6,0,3,3,0,-8,2,-4,-2
COc1cccc(C(C)(O)c2nc(-c3ccc(OC)c(OC)c3)cs2)c1 (centres undefined),-1,4,3,-6,-3,.,1,0,7,-1
C[C@@H](C(=O)NCCc1ccccc1)N1C(=O)N2CCc3c([nH]c4ccccc34)[C@@]2(C)C1=O,-3,-4,2,5,-6,-3,-1,4,2,-4
Cc1ccc(S(=O)(=O)NNC(=S)Nc2cccc(F)c2)cc1,5,5,-3,5,-1,7,8,-3,-9,1
COC(=O)C1=C(C)NC2=C(C(=O)CCC2)C1c1ccc(-c2ccsc2C(=O)OC)o1 (centres undefined),-10,-8,0,1,-1,1,-8,4,-9,1
COc1ccc(C(=S)NCS(=O)(=O)c2ccc(C)cc2)cc1,1,-1,0,3,-3,-5,3,0,14,5
CCOC(=O)[C@@H]1[C@H]2COc3ccccc3[C@H]2N2C(=O)N(c3ccc(Cl)cc3)C(=O)[C@]12C,-7,-2,-4,0,5,-25,-5,-1,-1,-2
COCCn1c(Cc2ccccc2)nnc1SCC(=O)Nc1ccccc1,-5,1,-1,4,-5,3,-4,6,3,-4
CCOc1ccc(N/C(=N/c2nc(C)cc(C)n2)NC(C)=O)cc1,4,1,-5,4,-3,7,-12,1,5,-4
COC(=O)C[C@H]1CC[C@@H](NC(=O)Nc2cccc(OC)c2)[C@@H](CO)O1,0,-1,3,-4,1,.,-3,-5,10,2
Cc1onc(-c2c(F)cccc2Cl)c1C(=O)Nc1ccc(Cl)c(S(=O)(=O)N(C)C)c1,-7,4,-1,0,1,-6,-2,1,2,4
COc1ccccc1NC(=O)Cc1nnc(SCC(=O)Nc2ccc(F)cc2F)n1C,3,0,-1,0,3,5,3,-5,6,-5
Cc1ccc(S(=O)(=O)N2CCN(CC(=O)N/N=C/c3cc([N+](=O)[O-])ccc3Cl)CC2)cc1,2,-6,1,0,1,-5,0,-6,8,3
Cc1c(C)c2ccc(O[C@@H]3O[C@H](CO)[C@H](O)[C@H](O)[C@H]3O)cc2oc1=O,3,4,1,-1,-5,2,2,-5,-2,2

# 5 entries already listed, arranged by count of non-hydrogen atoms, ascending.
SMILES,mABHD4 FP,NPR2 activator,LEDGF integ inh,PRMT1 inh,TCR CD3 inh,HTRA1 inhibitor,SIAE primary,MBD2 inh,TDP2 inh,rCAG RNA binder
COc1ccccc1CNC(=O)C1CC(c2ccccc2F)=NO1 (centres undefined),1,1,3,0,-4,-5,-1,3,-8,1
O=C(Nc1cc(S(=O)(=O)N2CCOCC2)ccc1N1CCCC1)C1CC1,3,-3,0,-4,0,-1,6,-1,3,0
COCCn1c(Cc2ccccc2)nnc1SCC(=O)Nc1ccccc1,-5,1,-1,4,-5,3,-4,6,3,-4
CCN1C(=O)[C@@H]2[C@H](C1=O)[C@@H]1C(=O)Nc3ccccc3C(=O)N1[C@@H]2c1cccc(C)c1,-1,1,3,-1,-4,5,4,-2,-11,-2
CCCNC(=O)c1cc(C2CCCCN2S(=O)(=O)Cc2cccc(C(F)(F)F)c2)on1 (centres undefined),-1,-3,-1,1,-3,.,-3,-3,8,-1

# Some values from above:
# Cc1c(C)c2ccc(O[C@@H]3O[C@H](CO)[C@H](O)[C@H](O)[C@H]3O)cc2oc1=O in PRMT1 inh shows -1
# COc1cccc(C(C)(O)c2nc(-c3ccc(OC)c(OC)c3)cs2)c1 (centres undefined) in NPR2 activator shows 4
# COc1ccccc1NC(=O)Cc1nnc(SCC(=O)Nc2ccc(F)cc2F)n1C in PRMT1 inh shows 0
# CCN1C(=O)[C@@H]2[C@H](C1=O)[C@@H]1C(=O)Nc3ccccc3C(=O)N1[C@@H]2c1cccc(C)c1 in MBD2 inh shows -2

# From PubChem BioAssay
